Compound activity: PubChem, The Scripps Research Institute Molecular Screening Center
PLC-beta3 inh: blocks human PLC-beta3 enzyme activity; Purified PLC-beta3, fluorogenic substrate, fluorescence; 370,000 tested, 0.18% active; Q01970; inhibition, % at 12.2 µM; in the data active = inhibition above about 11%;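 note: 0% = median of compound wells on plate and 100% = full blocker control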
ADAM10 inh: inhibitors of human ADAM10. O14672. recombinant ADAM10, EDANS/DABCYL FRET peptide cleavage, 3 h. inhibition, % at 7 µM. 370,000 tested, 0.62% active. AID 720582;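 active = inhibition above a per-campaign cutoff equal to the mean of compounds falling between control-based bounds plus 3 SD, cut at about 20% in these data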;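 note: 0% = DMSO wells while the 100% control is not disclosed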
GAA850 FXN act: activators of GAA850 frataxin (FXN) promoter | HEK293 lucGAA850 FXN promoter luciferase reporter, 24 h; percent of 10 µM SAHA response | activation, % at 6 µM | 360,000 tested, 0.56% active;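 active = activation above the average of all compounds screened plus 3 SD, cutoff fixed separately per campaign, cut at about 7.5% in these data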;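 note: 0% = DMSO wells and 100% = 10 µM SAHA wells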
HGIII-sPLA2 inh: Blocks human group III sPLA2 activity. Q9NZ20. 370,000 tested, 0.56% active. inhibition, % at 12.2 µM. AID 743126. QFRET BODIPY PC-A2 liposome hydrolysis, fluorescence;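 active = inhibition above mean plus 3 SD of compounds lying within the high and low control bounds, cut at about 19% in these data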;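 note: 0% = median of test compound wells and 100% = no enzyme DMSO wells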
DAX1 inh-1: inhibitors of human orphan nuclear receptor DAX1 (NR0B1) | P51843 | HEK293 Gal4-DAX1 luciferase reporter, luminescence | inhibition, % at 6.75 µM | 340,000 tested, 0.99% active | AID 504766;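 active = inhibition above the mean over all tested compounds plus 3 SD, cut at about 4.2% in these data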;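 note: 0% = DAX1-transfected cells with DMSO and 100% = empty-vector control cells with DMSO; inhibition shows as a rise in luminescence from relieved DAX1 repression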
ADAM17 inh: ADAM17 inhibition, QFRET primary screen | P78536 | recombinant ADAM17, EDANS/DABCYL FRET peptide cleavage | inhibition, % at 6.95 µM | 370,000 tested, 0.83% active | AID 720648;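 active = inhibition above the mean of compounds lying between control limits plus 3 SD, set per campaign, cut at about 8.5% in these data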;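 note: 0% = DMSO-only wells as the low control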
ssDAF12 agonist: S. stercoralis DAF-12 activation, primary screen; HEK293 ssDAF-12/GRIP1 lit1-tk-luc reporter, luminescence; % of 3 µM dafachronic acid response; activation, % at 6.8 µM; 370,000 tested, 1% active;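 active = activation above the mean over all tested compounds plus 3 SD, cut at about 0.9% in these data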;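 note: 0% = DMSO-only wells and 100% = 3 µM delta7-dafachronic acid wells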
DAX1 inh-2: blocks DAX1 repression of SF-1 activated StAR promoter; AID 652010; HEK293T StAR-luciferase reporter, SF-1/DAX-1 repression relief; inhibition, % at 6.8 µM; 370,000 tested, 1.1% active;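 active = inhibition above the mean over all tested compounds plus 3 SD, cut at about 3.6% in these data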;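 note: 0% = DAX-1 cells with DMSO and 100% = cells lacking DAX-1 with DMSO; higher inhibition means more luminescence from relief of DAX-1 repression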
hcDAF12 agonist: H. contortus DAF-12 activation, primary screen. HEK293 hcDAF-12 lit1-tk-luc reporter, luminescence; 0% DMSO, 100% Δ7-dafachronic acid. activation, % at 6.8 µM. 370,000 tested, 1.4% active. AID 652067;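 active = activation above the mean of all tested compounds plus 3 SD, cut at about 5.5% in these data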;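 note: 100% = response to 3 µM Δ7-dafachronic acid high control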
hgDAF-12 ag: activates the H. glycines DAF-12 receptor ligand-binding domain. HEK293 GAL4-hgDAF12 UAS-luciferase reporter, agonist luminescence; normalized to butyrate control. activation, % at 6.8 µM. 370,000 tested, 1.8% active;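 active = activation above a cutoff set at the mean of all screened compounds plus 3 SD, cut at about 10% in these data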;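 note: 0% = DMSO wells and 100% = sodium butyrate wells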
PLC-gamma1 inh: blocks human PLC-gamma1 enzyme activity. P19174. purified PLC-gamma1, fluorogenic substrate, fluorescence. AID 720700. inhibition, % at 12.2 µM. 370,000 tested, 0.84% active; in the data active = inhibition above about 9.5%
Target sequence (P19174 whole entry, looked up): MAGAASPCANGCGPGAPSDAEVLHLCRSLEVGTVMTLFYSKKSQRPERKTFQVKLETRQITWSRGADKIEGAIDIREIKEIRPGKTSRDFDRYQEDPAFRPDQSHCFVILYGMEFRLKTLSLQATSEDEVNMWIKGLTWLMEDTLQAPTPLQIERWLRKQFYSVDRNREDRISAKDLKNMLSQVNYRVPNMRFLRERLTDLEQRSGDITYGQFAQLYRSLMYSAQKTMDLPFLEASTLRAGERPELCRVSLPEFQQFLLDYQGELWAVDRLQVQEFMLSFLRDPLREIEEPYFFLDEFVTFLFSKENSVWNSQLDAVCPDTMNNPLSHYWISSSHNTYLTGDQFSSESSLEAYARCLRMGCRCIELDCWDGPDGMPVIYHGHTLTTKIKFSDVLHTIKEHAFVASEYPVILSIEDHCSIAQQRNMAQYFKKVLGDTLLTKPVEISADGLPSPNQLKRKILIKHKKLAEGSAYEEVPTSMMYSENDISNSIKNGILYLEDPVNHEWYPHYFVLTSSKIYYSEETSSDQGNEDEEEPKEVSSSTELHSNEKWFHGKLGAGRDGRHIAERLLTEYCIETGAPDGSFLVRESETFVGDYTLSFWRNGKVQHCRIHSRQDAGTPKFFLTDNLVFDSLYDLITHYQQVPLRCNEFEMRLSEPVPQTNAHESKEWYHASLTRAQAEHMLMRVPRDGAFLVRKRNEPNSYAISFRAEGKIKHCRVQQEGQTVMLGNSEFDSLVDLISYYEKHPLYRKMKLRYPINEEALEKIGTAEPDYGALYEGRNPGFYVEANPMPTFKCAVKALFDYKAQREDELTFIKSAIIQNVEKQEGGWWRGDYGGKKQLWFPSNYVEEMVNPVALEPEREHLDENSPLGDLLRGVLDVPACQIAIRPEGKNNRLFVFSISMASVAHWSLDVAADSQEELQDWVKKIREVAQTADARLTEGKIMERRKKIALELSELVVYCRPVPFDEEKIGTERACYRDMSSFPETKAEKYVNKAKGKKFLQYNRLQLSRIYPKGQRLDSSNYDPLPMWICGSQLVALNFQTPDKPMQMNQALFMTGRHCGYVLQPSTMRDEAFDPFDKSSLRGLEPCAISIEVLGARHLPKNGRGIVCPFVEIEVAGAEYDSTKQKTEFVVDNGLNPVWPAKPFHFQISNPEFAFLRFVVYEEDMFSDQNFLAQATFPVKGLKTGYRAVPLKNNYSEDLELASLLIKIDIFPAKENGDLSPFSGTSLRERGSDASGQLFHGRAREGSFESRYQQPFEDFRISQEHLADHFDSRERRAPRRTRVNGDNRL
* marks the source's active call; other numbers are inactive results; / = no result given. Compounds as they come (roughly 6.9% active in at least one column).

No.	SMILES	PLC-beta3 inh	ADAM10 inh	GAA850 FXN act	HGIII-sPLA2 inh	DAX1 inh-1	ADAM17 inh
1	CC(NS(=O)(=O)c1ccc(F)cc1)C(c1cccs1)N1CCOCC1 (centres undefined)	-1	-3	0.7	9	0.8	-4
2	O=c1[nH]c2c(oc3ccccc32)c(=O)n1Cc1ccccc1	-10	-24	1.4	0	-0.8	-11
3	O=C(CSc1nnc(Cn2cnc3ccccc32)o1)c1ccccc1	3	-2	1.6	-36	-3.2	1
4	Cn1cc(S(=O)(=O)N2CCOCC2)cc1C(=O)NCc1ccc(Cl)cc1	-1	0	-0.9	0	0.3	-1
5	O=c1c(-c2ccnn2-c2ccccc2F)cnc2n1CCS2	2	-1	1.7	6	1.2	-4
6	C[C@@H]1CN(C(=O)c2ccc(OC3CCN(S(=O)(=O)N(C)C)CC3)cc2)C[C@H](C)O1	-5	-2	-0.2	5	0.3	-1
7	CC(C)CC(=O)NC1(C(F)(F)F)NC(=O)N(c2ccccc2)C1=O (centres undefined)	-5	-9	-1.0	4	0.4	-7
8	Cc1cccc(NC(=O)c2sc3nc4c(c(-c5ccco5)c3c2N)CCC4)c1	-191	3	-0.2	-2	-0.5	-2
9	COc1ccc(CC(=O)Oc2ccc(C(C)C)cc2)cc1S(=O)(=O)N1CCOCC1	-10	-5	-1.0	-15	1.1	-1
10	COc1ccc([N+](=O)[O-])cc1NC(=O)CS(=O)(=O)c1ccc(C)cc1	-3	3	1.7	-5	0.4	-3
11	Cc1c(C(=O)O)sc2nc(/C=C/c3ccccc3OC(F)F)[nH]c(=O)c12	-149	-17	1.1	5	-0.8	-9
12	COCC(=O)N1CCC(Oc2ccc(C(=O)N3C[C@@H](C)O[C@@H](C)C3)cc2)CC1	-6	-3	0.7	10	-0.3	-2
13	Cc1nn(CC(O)COc2ccc3c(c2)CCC3)c(C)c1Br (centres undefined)	2	3	0.7	-14	-0.3	0
14	CCN(CC)C(=O)Cn1nc(-c2ccncc2)nc1SCC(=O)Nc1ccc(OC)cc1	-11	5	1.1	1	-0.1	-2
15	CC(=O)Nc1cc(-c2cccc(C(=O)N(C)C)c2)cn2c(-c3cccc(C(F)(F)F)c3)cnc12	-64	-47	1.9	-9	/	-9

No.	ssDAF12 agonist	DAX1 inh-2	hcDAF12 agonist	hgDAF-12 ag	PLC-gamma1 inh
1	-1.3	0.5	0.4	1.9	0
2	-0.1	-0.3	3.5	1.7	0
3	-1.0	-3.7	-2.4	-4.5	5
4	-1.0	0.9	0.6	2.6	3
5	-0.8	0.2	-2.4	0.5	4
6	-0.2	-0.9	-1.0	-0.9	0
7	-1.8	-0.8	1.9	-1.7	-2
8	-1.8	-1.3	-2.3	-2.5	-156
9	-0.8	0.5	0.3	1.9	-1
10	-1.3	-0.9	2.7	3.9	2
11	-0.7	0.1	-0.2	-0.8	-94
12	-0.7	0.3	-0.8	-1.2	1
13	-1.5	0.0	0.1	-0.7	1
14	-1.3	-0.1	-1.2	-0.4	-3
15	-1.7	-0.4	-2.9	-6.4	-55

The results go on.
No.	SMILES	PLC-beta3 inh	ADAM10 inh	GAA850 FXN act	HGIII-sPLA2 inh	DAX1 inh-1	ADAM17 inh
16	Cc1ccc(Sc2ccc(NC(=O)CCN3C(=O)NC4(CCCC4)C3=O)cc2)c(C)c1	-12	6	-0.6	-20	-1.1	4
17	O=C1CC(N(Cc2cccs2)C(=O)Nc2ccccc2)C(=O)N1c1ccc(Cl)cc1 (centres undefined)	3	6	-5.2	-28	-1.5	4
18	CCOc1ccc(OCCNC(=O)C(NC(=O)c2c(F)cccc2F)C(C)C)cc1 (centres undefined)	-7	-7	-0.9	7	-0.2	-4
19	COC(=O)c1ccc(Cl)cc1NC(=O)/C=C/c1ccc(C)o1	-1	-1	1.5	-3	-0.5	-3
20	COc1ccccc1CN1CC(C(=O)NCCc2ncccc2C)CCC1=O (centres undefined)	-9	-7	0.0	11	0.8	-3
21	COc1ccc(NC(=O)N(C)C[C@@H]2Oc3cc(Br)ccc3S(=O)(=O)N([C@H](C)CO)C[C@H]2C)cc1	1	-10	0.2	-6	1.6	-3
22	C/C(=N\NC(=O)c1ccc(Cn2cc(Br)cn2)o1)c1ccc(NC(=O)c2ccoc2C)cc1	-14	0	3.4	-2	0.4	-3
23	COc1ccc(C(=O)N2N=C(c3cccc(NS(C)(=O)=O)c3)CC2c2cccs2)cc1 (centres undefined)	-8	9	-1.7	-42	-2.2	1
24	Cn1nc(-c2ccccc2)c(C(O)c2ccccc2C(F)(F)F)c1Cl (centres undefined)	0	-3	0.0	-5	0.1	-2
25	CCOc1ccc2nc(SCC(=O)c3ccc(Cl)s3)sc2c1	-4	-2	2.5	-17	-0.1	-2
26	Cc1cc(CNC(=S)Nc2ccc(S(=O)(=O)Nc3ncccn3)cc2)nn1C	-2	-3	-0.1	6	0.8	0
27	COC(=O)c1cc(NC(=O)Cn2c(=O)oc3ccccc32)cc(C(=O)OC)c1	-5	-10	-1.1	2	-0.8	5
28	C=CCN1CC(=O)N2Cc3[nH]c4ccccc4c3C[C@H]2C1=O	-12	0	-0.1	-4	1.0	1
29	CC/C(=N/O)c1cnnc(SC)n1	-3	-11	3.7	9	-1.2	-3
30	Cc1cn(-c2cc(NC(=O)c3ccc(C)c(Nc4nccc(-c5cccnc5)n4)c3)cc(C(F)(F)F)c2)cn1	1	-1	/	-2	/	-1

No.	ssDAF12 agonist	DAX1 inh-2	hcDAF12 agonist	hgDAF-12 ag	PLC-gamma1 inh
16	-1.1	0.3	-0.7	1.1	-4
17	-1.1	0.4	-4.0	1.3	3
18	-0.6	-0.6	-1.1	-1.7	1
19	-1.2	-0.3	0.7	-0.6	-1
20	-1.1	-0.6	-1.1	-2.5	3
21	0.2	1.2	2.1	4.6	-2
22	-0.1	4.4*	1.8	9.5	-2
23	-1.4	-1.1	-3.6	-4.8	1
24	-1.5	-0.6	-1.3	-1.6	8
25	-1.1	-0.6	-0.6	2.7	0
26	-0.9	-0.1	4.0	2.1	-1
27	-0.9	-0.5	0.3	-0.5	6
28	-1.3	0.2	-1.0	-2.9	-10
29	-1.3	-0.4	-1.5	-4.1	-3
30	-1.2	-1.5	-2.8	0.9	0

Reformatted: results already given.
no. | smiles | PLC-beta3 inh | ADAM10 inh | GAA850 FXN act | HGIII-sPLA2 inh | DAX1 inh-1 | ADAM17 inh | ssDAF12 agonist | DAX1 inh-2 | hcDAF12 agonist | hgDAF-12 ag | PLC-gamma1 inh
22 | C/C(=N\NC(=O)c1ccc(Cn2cc(Br)cn2)o1)c1ccc(NC(=O)c2ccoc2C)cc1 | -14 | 0 | 3.4 | -2 | 0.4 | -3 | -0.1 | 4.4* | 1.8 | 9.5 | -2
23 | COc1ccc(C(=O)N2N=C(c3cccc(NS(C)(=O)=O)c3)CC2c2cccs2)cc1 (centres undefined) | -8 | 9 | -1.7 | -42 | -2.2 | 1 | -1.4 | -1.1 | -3.6 | -4.8 | 1
24 | Cn1nc(-c2ccccc2)c(C(O)c2ccccc2C(F)(F)F)c1Cl (centres undefined) | 0 | -3 | 0.0 | -5 | 0.1 | -2 | -1.5 | -0.6 | -1.3 | -1.6 | 8
25 | CCOc1ccc2nc(SCC(=O)c3ccc(Cl)s3)sc2c1 | -4 | -2 | 2.5 | -17 | -0.1 | -2 | -1.1 | -0.6 | -0.6 | 2.7 | 0

The list goes on:
No.	SMILES	PLC-beta3 inh	ADAM10 inh	GAA850 FXN act	HGIII-sPLA2 inh	DAX1 inh-1	ADAM17 inh
31	O=C(CCNC(=O)C1CCN(S(=O)(=O)c2ccc(F)cc2)CC1)NCc1ccc(F)cc1	-4	-2	0.3	-1	0.2	-3
32	CCn1c(C)nc2cc(C(=O)NNC(=S)Nc3ccccc3OC)ccc21	-10	0	/	10	/	-1
33	CCOC(=O)c1sc(=S)n(-c2ccc3c(c2)OCO3)c1N	-1	1	5.0	3	-0.8	0
34	Cc1cc(C)cc(NS(=O)(=O)c2ccc(NC(=O)c3ccccc3C(=O)O)cc2)c1	-2	-3	1.2	-3	/	0
35	CC(C)c1ccc(NC2CCCN(C(=O)CN3C(=O)CSC3=O)C2)cc1 (centres undefined)	-7	-8	-0.6	-6	-0.5	0
36	CCOC1=C2CN(S(=O)(=O)c3ccc(C)cc3)[C@H](c3cccs3)C[C@H]2n2c(=O)n(-c3ccccc3)c(=O)n2C1	3	11	/	-8	/	6
37	CCOc1ccc(NS(=O)(=O)c2ccc3[nH]cc(C(=O)NC(C)CC)c(=O)c3c2)cc1 (centres undefined)	2	10	2.8	-38	0.6	-1
38	COc1ccc2nc(C(F)(F)C(F)(F)F)c(C#N)c(N)c2c1	-3	-52	1.5	-11	0.7	-17
39	O=C(CNC(=O)c1ccco1)NCCCc1ccccc1	4	0	3.0	8	1.4	-7
40	CNC(=O)COC(=O)CNC(=O)c1cc(Cl)cc([N+](=O)[O-])c1	2	0	0.6	3	-0.2	1

No.	ssDAF12 agonist	DAX1 inh-2	hcDAF12 agonist	hgDAF-12 ag	PLC-gamma1 inh
31	-1.4	1.8	-0.2	0.9	1
32	0.6	0.0	0.4	2.6	0
33	-0.6	-0.8	0.1	1.2	2
34	-1.4	-0.5	0.0	-0.9	6
35	-1.5	2.1	-1.0	-1.2	-2
36	-0.9	-0.2	2.4	1.2	-1
37	-0.4	-1.2	-0.3	-0.1	-3
38	-1.2	-0.4	0.9	2.2	-5
39	-1.2	0.5	-1.6	4.2	-2
40	-0.9	0.8	0.2	0.3	0
